H9c2 protect: protects H9c2 cardiomyocytes from peroxide injury. H2O2 injury protection, ATPLite, 2 h. protection from H2O2 cell death, % at 20 µM. hit rate 0.63% among 360,000;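 active means compounds giving at least 50% protection of heart cells from peroxide-induced death in the single-dose screen, raw or plate-pattern-corrected value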;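 further: 0% = DMSO wells with peroxide and 100% = DMSO wells without peroxide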
aDG glyco up: increases alpha dystroglycan glycosylation; Pro5-aDG cells, alpha-DG glycosylation AlphaScreen (IIH6); 0% Pro5, 100% B10-LARGE cell signal; activation, % at 10 µM; hit rate 0.22% among 360,000; AID 624168;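 active means activation of at least 8% versus controls, or a plate z-score of at least 8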;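 further: Pro5 are CHO cells carrying HIG-tagged alpha-DG that lacks glycosylation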
m5-HT2A agonist: mouse HTR2A agonism via beta-arrestin recruitment; activation, % at 7.6 µM; CHO-K1 mHTR2A beta-arrestin complementation, luminescence; percent of 30 µM serotonin response; hit rate 0.66% among 360,000; AID 624169;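 active means activation above a run cutoff, the mean activation of all tested compounds plus 3 SD, cut at about 14% in these data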;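 further: 0% = plate median of compound wells and 100% = 30 µM serotonin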
Target sequence (P35363 whole entry, looked up): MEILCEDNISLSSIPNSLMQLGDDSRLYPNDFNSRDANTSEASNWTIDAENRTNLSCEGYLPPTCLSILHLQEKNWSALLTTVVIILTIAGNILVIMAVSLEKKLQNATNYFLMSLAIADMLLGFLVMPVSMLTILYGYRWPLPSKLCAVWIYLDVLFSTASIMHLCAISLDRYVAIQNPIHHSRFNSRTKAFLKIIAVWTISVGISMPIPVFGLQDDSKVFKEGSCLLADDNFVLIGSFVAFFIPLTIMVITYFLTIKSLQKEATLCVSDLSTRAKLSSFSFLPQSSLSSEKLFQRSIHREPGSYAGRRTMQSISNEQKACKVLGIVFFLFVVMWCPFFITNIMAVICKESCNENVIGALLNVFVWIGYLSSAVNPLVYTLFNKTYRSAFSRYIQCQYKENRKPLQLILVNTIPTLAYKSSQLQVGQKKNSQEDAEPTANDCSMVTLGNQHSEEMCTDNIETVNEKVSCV
PDI turbidity: PDI (human) enzyme inhibition | PDI insulin aggregation turbidity, A650, 90 min | inhibition, % at 10 µM | hit rate 0.052% among 350,000 | AID 588391;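 active means mean inhibition across replicates of 30% or more, whatever share of single replicates reach that level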;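 further: absorbance from insulin aggregation driven by PDI reduction with DTT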
Target sequence (P07237 whole entry, looked up): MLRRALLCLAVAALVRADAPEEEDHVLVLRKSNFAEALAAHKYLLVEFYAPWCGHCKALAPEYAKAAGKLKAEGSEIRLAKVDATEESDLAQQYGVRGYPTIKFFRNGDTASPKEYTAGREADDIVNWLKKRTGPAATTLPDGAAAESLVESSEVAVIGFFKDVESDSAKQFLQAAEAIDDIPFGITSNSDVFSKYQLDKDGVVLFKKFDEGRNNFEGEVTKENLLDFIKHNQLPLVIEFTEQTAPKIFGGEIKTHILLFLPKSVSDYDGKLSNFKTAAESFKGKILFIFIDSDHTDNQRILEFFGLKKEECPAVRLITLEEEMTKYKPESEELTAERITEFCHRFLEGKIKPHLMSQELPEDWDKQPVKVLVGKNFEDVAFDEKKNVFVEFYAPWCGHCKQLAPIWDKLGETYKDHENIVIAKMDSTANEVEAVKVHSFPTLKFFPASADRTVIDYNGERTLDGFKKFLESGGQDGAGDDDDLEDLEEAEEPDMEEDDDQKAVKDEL
hiPSC survival: increases survival of single human iPS cells. hit rate 0.044% among 360,000. survival enhancement, % at 20 µM. hiPSC single-cell survival, ATPlite luminescence; 100% = ROCK inhibitor wells, 0% = DMSO; in the data active means survival enhancement above about 18%;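 further: cells exposed to compounds for 16 hours before the ATP read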
Exocytosis inh: blocks lytic granule exocytosis; TALL-104 LAMP-1 surface exposure, flow cytometry; cells stimulated with thapsigargin and PMA; inhibition, % at 10 µM; hit rate 0.66% among 360,000;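 active means inhibition above about 55%, limit read from the data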
ABCB6 inh MLPCN: human ABCB6 transporter inhibition | hit rate 0.19% among 360,000 | K562-ABCB6 porphyrin accumulation, flow cytometry, 1 h; hits give low values | fluorescence ratio to DMSO, % at 10 µM | AID 602162 | Q9NP58;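 active means fluorescence ratio to DMSO below 75%, the collection mean minus 3 SD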;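 further: signal is porphyrin accumulated inside mitochondria; 100% equals median channel fluorescence of DMSO control wells; lower ratio means ABCB6 inhibition with less porphyrin fluorescence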
Vif inh: blocks HIV Vif function; HEK293T cells, Vif self-association by quenched fluorescence, imaging, 24 h; inhibition, % at 7.49 µM; AID 602346; hit rate 0.35% among 340,000; in the data active means inhibition above about 50%, passing the limit was not always enough; further: some results filed as inactive read as strong as hits
CaV13 ICDI inh: Disruptors of the CACNA1D IQ motif to Ca2+-dependent inactivation inhibitor domain association, primary screening, Förster resonance energy transfer in intact living …; HEK cells, CFP/YFP FRET ICDI-IQ, plate reader, 10 min; percent FRET-ratio fall versus neutral wells; inhibition, % at 12.3 µM; hit rate 0.098% among 340,000;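 active means mean replicate inhibition of at least 30% and at least 1% of replicates passing that level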;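 further: 0% = median of the neutral control wells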
Glyco luc inh: N-linked glycosylation inhibition; D54 ERlucT glycosylation luciferase reporter, 24 h; percent of 100 nM tunicamycin response; hit rate 0.23% among 360,000; reporter increase, % at 12.5 µM;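 active means mean luciferase reporter signal, scaled so untreated is 0 and the glycosylation-blocking control 100, at or above a set limit in every replicate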;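 further: luciferase carries N-glycosylation sites so blocking glycosylation raises the light; 0% = median of neutral control wells and 100% = median of 100 nM tunicamycin wells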
* marks the source's active call; other numbers are inactive results; / = no result given; + = active, no number.

[1] CC(C)c1onc(C(=O)NCCc2ccccc2)c1[N+](=O)[O-]
[2] COc1ccc(N2CCN(CC(O)COc3ccc([N+](=O)[O-])cc3)CC2)cc1 (configuration not stated)
[3] COc1ccc(OC)c(C(=O)CSc2nnc(-c3cccs3)n2C)c1
[4] CCOc1ccc2nc(NC(=O)c3ccc(S(=O)(=O)N4CCOCC4)cc3)sc2c1
[5] COc1cc(NC(=O)Cn2nc(C(F)(F)F)c(Br)c2C)cc([N+](=O)[O-])c1
[6] CCOC(=O)Cn1nc(C)n(-c2ccccc2)c1=O
[7] COc1ccc(NC(C)=O)cc1S(=O)(=O)N1CCN(C/C=C/c2ccccc2)CC1
[8] Cc1ccc(C(=O)Nc2cccc(C(F)(F)F)c2)cc1NC(=O)c1c[nH]c2cc(C(F)(F)F)ccc2c1=O
Compound	1	2	3	4	5	6	7	8
H9c2 protect	-3	-7	14	-2	-24	6	-3	-8
aDG glyco up	-0.2	-0.2	-0.1	0.0	1.0	0.2	0.1	-0.2
m5-HT2A agonist	-4	-2	-2	0	-1	-1	-6	3
PDI turbidity	8	5	1	-2	9	-5	2	11
hiPSC survival	1.0	-1.3	3.7	-2.4	-1.1	-1.7	-0.4	5.0
Exocytosis inh	6	14	0	-3	-1	-2	3	-3
ABCB6 inh MLPCN	97	95	111	96	98	96	100	99
Vif inh	2	-1	11	-36	-3	-1	1	13
CaV13 ICDI inh	1	-3	/	-4	-3	-7	-3	-5
Glyco luc inh	2	1	2	-4	-7	-1	-1	1

[9] COc1ccc(CCN(Cc2nc(-c3ccccc3)no2)Cc2nc(-c3ccccc3)no2)cc1OC
[10] CC(C)CCN1C(=O)c2cccc3c(N)ccc(c23)C1=O
[11] Cc1ccc([N+](=O)[O-])cc1S(=O)(=O)Nc1ccc(OCC(=O)N2CCOCC2)cc1
[12] O=C(NCCCN1CCOCC1)c1ccccc1
[13] CCCCn1c(N)c(N(CC)C(=O)CCNC(=O)c2ccc(Cl)cc2)c(=O)[nH]c1=O
[14] Cc1nc(-c2cccc(S(=O)(=O)N3CCC(C)CC3)c2)cs1
[15] S=C1NCN(Cc2cccnc2)CN1c1cccc2ccccc12
[16] CN(C)c1ccc(/C=N/NC(=O)CNC(=O)c2ccncc2)cc1
Compound	9	10	11	12	13	14	15	16
H9c2 protect	-7	5	1	-1	8	-16	-1	0
aDG glyco up	0.0	0.5	-0.3	0.0	0.3	0.7	0.0	0.0
m5-HT2A agonist	-4	6	-2	-1	5	-3	-3	3
PDI turbidity	-5	2	0	8	2	-4	-8	-12
hiPSC survival	5.0	-0.3	0.2	9.8	-1.0	-1.1	-0.5	0.9
Exocytosis inh	3	-9	-1	-4	-11	2	-10	12
ABCB6 inh MLPCN	83	137	96	93	100	94	98	102
Vif inh	-1	/	-3	/	-2	-9	-1	14
CaV13 ICDI inh	1	+	/	/	-7	/	-5	-6
Glyco luc inh	3	0	3	2	1	-2	2	1

[17] COc1cc(C2C3CN(C)CC=C3C(C#N)=C(N)C2(C#N)C#N)ccc1OC(C)C (configuration not stated)
[18] COC(=O)Cn1c(C)nc([N+](=O)[O-])c1Br
[19] OCCCNc1ncnc2sc(-c3ccccc3)cc12
[20] COc1ccc(NC(=O)[C@@H]2CCCN2C(=O)c2cccs2)cc1S(=O)(=O)N1CCCCC1
[21] O=C(COc1ccc2ccccc2c1)NN1C(=O)c2ccccc2C1=O
[22] CCOc1ccc(-n2c(SCC(=O)c3c(N)n(C)c(=O)n(C)c3=O)nnc2-c2cccnc2)cc1
[23] CCn1cc(CN2CCCC(C(=O)Nc3ccc(-c4cscn4)cc3)C2)c(C)n1 (configuration not stated)
[24] O=C(CN1CCCC1)NN=C(c1ccccc1)c1ccccc1
Compound	17	18	19	20	21	22	23	24
H9c2 protect	2	15	0	10	2	14	6	3
aDG glyco up	0.1	0.0	0.1	0.0	0.0	-0.1	-0.3	0.4
m5-HT2A agonist	-5	0	-1	-5	8	1	-1	2
PDI turbidity	4	-1	7	-13	0	14	2	3
hiPSC survival	-3.0	0.0	-1.6	-0.4	0.3	0.4	0.2	1.1
Exocytosis inh	-1	-1	-1	-2	5	-1	2	0
ABCB6 inh MLPCN	108	99	101	96	98	91	97	90
Vif inh	1	14	-4	18	-4	1	5	-10
CaV13 ICDI inh	-6	-4	-4	-4	-4	-5	-4	-3
Glyco luc inh	-1	0	2	-1	1	3	-4	-3

[25] CCOC(=O)/C(=N\Nc1cc(Cl)ccc1Cl)N1CCN(C)CC1
[26] COc1cc(C(c2c(C)[nH][nH]c2=O)c2c(C)[nH][nH]c2=O)cc([N+](=O)[O-])c1O
[27] Cc1nn(Cc2ccccc2)c2c1C(c1ccncc1)C(C#N)=C(N)O2 (configuration not stated)
[28] COc1ccc(OC)c(NC(=S)N2CCN(C/C=C/c3ccccc3)CC2)c1
[29] O=C(NCCNC(=O)c1ccccn1)c1ccc(-c2ccccc2)cc1
[30] O=c1cnnc(Nc2ccccc2)[nH]1
[31] CC(=O)c1ccc(OCCCC(=O)Nc2cc(S(=O)(=O)N3CCCCC3)ccc2C)cc1
[32] CC(=O)N1N=C(c2cccs2)CC1c1cccs1 (configuration not stated)
Compound	25	26	27	28	29	30	31	32
H9c2 protect	20	-4	/	-10	3	2	-4	-3
aDG glyco up	-0.2	-0.1	/	0.2	-0.2	0.1	0.7	-0.2
m5-HT2A agonist	-7	-1	0	-5	4	-1	-10	1
PDI turbidity	6	-2	-4	11	1	1	-5	-4
hiPSC survival	2.9	-1.2	/	-1.1	-0.5	-4.6	0.0	-1.1
Exocytosis inh	-2	-3	-2	-2	-3	2	51	0
ABCB6 inh MLPCN	99	100	103	94	99	105	102	93
Vif inh	3	-2	-2	0	1	1	-5	10
CaV13 ICDI inh	-3	-6	0	-6	-5	-9	-6	-4
Glyco luc inh	0	3	1	0	-1	-1	-2	-1

[33] O=C(CSc1ccc([N+](=O)[O-])cn1)Nc1ccc2[nH]c(=O)[nH]c2c1
[34] Cc1ccc(NC(=O)Nc2ccccc2)c(Br)c1
[35] NC(=O)CC(NC(=O)Cc1ccc(Br)cc1)c1ccc(N2CCC(N3CCCCC3)CC2)c([N+](=O)[O-])c1 (configuration not stated)
[36] Cc1c(C(=O)N/N=C/c2ccc(O)cc2)sc(=S)n1C
[37] CCn1c(SCc2ccccc2F)nnc1-c1ccncc1
[38] COc1cccc(C(=O)Nc2ccccc2NC(=O)c2cccc(OC)c2)c1
[39] CCCCCNC(=O)CN(c1ccc2c(c1)OCO2)S(C)(=O)=O
[40] Nc1nc(Nc2cccc(F)c2)nc(NCCO)c1[N+](=O)[O-]
Compound	33	34	35	36	37	38	39	40
H9c2 protect	14	-6	4	42	-1	11	-2	10
aDG glyco up	-0.1	1.2	-0.1	-0.2	0.0	0.1	-0.2	-0.1
m5-HT2A agonist	-1	5	-4	-6	-3	-4	-1	2
PDI turbidity	24	-2	12	1	3	4	0	-6
hiPSC survival	0.0	-0.2	-2.0	1.6	-0.5	-0.1	1.6	-0.3
Exocytosis inh	-8	-5	0	0	-3	30	0	11
ABCB6 inh MLPCN	97	87	99	102	103	96	89	98
Vif inh	-6	-14	0	-3	1	-3	-2	6
CaV13 ICDI inh	-3	-6	-11	-10	-10	-1	-9	-3
Glyco luc inh	2	-4	2	4	0	0	3	5

[41] COC(=O)CSc1cc([N+](=O)[O-])cc2c1c(C1OCCO1)nn2-c1ccccc1
[42] COc1ccccc1-c1cnc(C(O)c2ccccc2)[nH]1 (configuration not stated)
[43] CC(=O)NN=C(C)c1ccc(NC(=O)C2CC2)cc1
[44] Cc1cc(C)cc(NC(=O)c2ccc(CSc3nnnn3C)cc2)c1
[45] COc1ccc(-c2csc(NC(=O)CCN3C(=O)C4CC=CCC4C3=O)n2)cc1OC (configuration not stated)
[46] Cc1ccc(NC(C#N)c2ccccc2OCc2ccccc2)cc1 (configuration not stated)
[47] Cc1ccc(Nc2nc(COC(=O)C3CC3)cs2)cc1
[48] COc1cc(NS(=O)(=O)c2ccc3c(c2)C(C)(C)C(=O)N3C)cc(OC)c1
Compound	41	42	43	44	45	46	47	48
H9c2 protect	0	3	8	-1	27	-6	-10	-4
aDG glyco up	0.0	0.1	0.0	-0.2	0.0	-0.3	0.0	0.1
m5-HT2A agonist	0	-3	-5	2	0	-5	3	0
PDI turbidity	-9	0	12	-1	0	2	-3	/
hiPSC survival	-1.2	0.5	-0.6	-1.2	-0.6	7.2	0.7	-0.4
Exocytosis inh	-1	6	-4	-6	1	2	-2	-2
ABCB6 inh MLPCN	96	96	98	97	99	101	101	110
Vif inh	-8	1	/	25	4	-2	5	16
CaV13 ICDI inh	-8	-11	-5	/	-3	-4	-20	-10
Glyco luc inh	-1	3	1	0	1	10	-3	2

Two records picked at random from the list so far:
[45] COc1ccc(-c2csc(NC(=O)CCN3C(=O)C4CC=CCC4C3=O)n2)cc1OC (configuration not stated)
[41] COC(=O)CSc1cc([N+](=O)[O-])cc2c1c(C1OCCO1)nn2-c1ccccc1
Compound	45	41
H9c2 protect	27	0
aDG glyco up	0.0	0.0
m5-HT2A agonist	0	0
PDI turbidity	0	-9
hiPSC survival	-0.6	-1.2
Exocytosis inh	1	-1
ABCB6 inh MLPCN	99	96
Vif inh	4	-8
CaV13 ICDI inh	-3	-8
Glyco luc inh	1	-1

(listing goes on)
[49] O=C(NCCC(=O)N1CCN(c2ccccn2)CC1)c1ccc(Br)cc1
[50] CCOc1ccc(CN2CCCC(CO)(Cc3ccc(F)cc3)C2)cc1 (configuration not stated)
[51] CCNC(=O)NC(=O)C(C)OC(=O)c1oc2ccc(OCC)cc2c1C (configuration not stated)
[52] CNC(=O)NC(=O)C(C)N1CCN(C/C=C/c2ccccc2)CC1 (configuration not stated)
[53] CCCCN(CC)CCNC(=O)c1cc2c(-c3ccc(Cl)cc3)nn(C)c2s1
Compound	49	50	51	52	53
H9c2 protect	-4	5	-14	9	8
aDG glyco up	0.0	0.0	0.3	-0.4	-0.2
m5-HT2A agonist	-10	-3	5	3	0
PDI turbidity	-3	3	4	3	9
hiPSC survival	-0.5	1.1	0.3	-0.5	0.2
Exocytosis inh	8	23	0	0	29
ABCB6 inh MLPCN	100	102	106	96	97
Vif inh	0	-18	-3	1	-2
CaV13 ICDI inh	-5	-20	-2	-7	-13
Glyco luc inh	1	-1	4	2	18

Filtered by structure: the compounds so far containing two or more sulfur atoms.
[3] COc1ccc(OC)c(C(=O)CSc2nnc(-c3cccs3)n2C)c1
[4] CCOc1ccc2nc(NC(=O)c3ccc(S(=O)(=O)N4CCOCC4)cc3)sc2c1
[14] Cc1nc(-c2cccc(S(=O)(=O)N3CCC(C)CC3)c2)cs1
[20] COc1ccc(NC(=O)[C@@H]2CCCN2C(=O)c2cccs2)cc1S(=O)(=O)N1CCCCC1
[32] CC(=O)N1N=C(c2cccs2)CC1c1cccs1 (configuration not stated)
[36] Cc1c(C(=O)N/N=C/c2ccc(O)cc2)sc(=S)n1C
Compound	3	4	14	20	32	36
H9c2 protect	14	-2	-16	10	-3	42
aDG glyco up	-0.1	0.0	0.7	0.0	-0.2	-0.2
m5-HT2A agonist	-2	0	-3	-5	1	-6
PDI turbidity	1	-2	-4	-13	-4	1
hiPSC survival	3.7	-2.4	-1.1	-0.4	-1.1	1.6
Exocytosis inh	0	-3	2	-2	0	0
ABCB6 inh MLPCN	111	96	94	96	93	102
Vif inh	11	-36	-9	18	10	-3
CaV13 ICDI inh	/	-4	/	-4	-4	-10
Glyco luc inh	2	-4	-2	-1	-1	4

Screening data: PubChem, several laboratories
